CCT modulator – modulators of cytosolic chaperonin (CCT/TRiC) activity | purified chaperonin ATPase assay, HTRF ADP detection, 30 min | activity change, % (test concentration not listed), hits read low | 360,000 tested, 0.3% active; in the data active = activity change below about -30%; note: % is set by controls: 0 for no effect and ±100 for the full control effect
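We incubate TRiC, 40 or 20 nM final, with library compounds at 76 uM and 10 uM ATP for 30 min at 37 °C. ADP formed is detected with Transcreener HTRF reagents after 30 min at room temperature.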
pAkt inh – Akt phosphorylation inhibition; Neuro2A IGF-stimulated pAkt S473 HTRF, 20 min; active compounds read low; activity change, % for hits at 50 µM; 360,000 tested, 0.32% active; AID 651550; in the data active = activity change below about -80%; inconclusive = mostly about -51% to -80%; note: % is set by controls: 0 for no effect and ±100 for the full control effect
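Single-point screen (50 µM final compound) in Neuro2A cells stimulated 20 min with 6 nM IGF at 37 deg C. After lysis, Ser473-phosphorylated Akt read by HTRF (ex 330 nm, em 615/665 nm) as the 665/615 ratio.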
Nrf2 activator – activates Nrf2 signaling. AREc32 ARE-luciferase reporter (MCF7-derived line), luminescence, 24 h. Potency, µM (highest dose often 46.1 µM), for inactives: top-dose activation, actives largely listed as activators. 410,000 tested, 0.31% active. AID 624171; note: potency is the fitted concentration of half-maximal effect; % of control where 0% means no effect; nearly all actives have a fitted effect of over 65% in size
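For detection, Steady-Glo was added and plates sat 30 min at RT; before that, AREc32_Fluc cells grown overnight in OPTI-MEM/5% FBS had been treated with 23 nL compound for 24 hr at 37 deg C.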
HepG2 tox – kills HepG2 cells in TGF-b inhibitor counter-screen | HepG2 CAGA-GFP viability, ATP luminescence, 18 h | Potency, µM (series often up to 46.1 µM), without a hit: at the highest dose activity change, negative = cytotoxicity, most hits filed as cytotoxic | 410,000 tested, 0.76% active | AID 588856; note: potency is the fitted concentration of half-maximal effect; some results filed as inactive show a strong effect at the top dose
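HepG2 CAGA-GFP cells (1000/well, DMEM with 1% FBS) received compound, then TGF-beta at 500 pg/mL final, and were incubated 18 hours at 37 degrees C. Viability was read by CellTiter-Glo luminescence. Media-only wells were set as complete cell-killing and DMSO as no toxicity.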
TGFb inhibitor – inhibitors of TGF-b signaling | HepG2 CAGA-GFP TGF-b/SMAD3 reporter, GFP fluorescence, 18 h; TGF-beta stimulated, 500 pg/mL final | Potency, µM (doses to about 46.1 µM), for the others: at the highest dose activity, negative = inhibition, hits mostly inhibitors | 410,000 tested, 1.2% active | AID 588855; note: potency is the fitted concentration of half-maximal effect; % is set by controls: 0 for no effect and ±100 for the full control effect; nearly all actives have a fitted effect of over 65% in size
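HEPG2 CAGA-GFP reporter cells (1000/well, DMEM with 1% FBS) received compounds, then recombinant TGF-beta at 500 pg/mL final for 18 hours at 37 degrees C. Per-cell GFP summed per well was normalised to unstimulated and stimulated DMSO controls before curve fitting.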
MmCpn inh – M. maripaludis TRiC chaperonin inhibition; purified Mm-Cpn ATPase, ADP Transcreener TR-FRET; Potency, µM (titrated, usually from 76.9 µM), for the others: at the highest dose activity, negative = inhibition, actives largely listed as inhibitors; 330,000 tested, 0.031% active; note: potency is the fitted concentration of half-maximal effect; % is set by controls: 0 for no effect and ±100 for the full control effect; nearly all actives have a fitted effect of over 80% in size
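TR-FRET (320 nm excitation; 590 and 665 nm emission) reports ADP made from 10 uM ATP by 25 nM enzyme; compounds were preincubated 10 min, reaction run 30 min, both at 37°C.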
Nrf2 inh – Nrf2 pathway inhibition; Potency, µM (titrated, usually from 46 µM), for inactives: top-dose activity change, negative = inhibition, hits mostly inhibitors; A549 ARE-Fluc reporter, luciferase luminescence, 18-24 h; 360,000 tested, 2.1% active; note: potency is the fitted concentration of half-maximal effect; % is set by controls: 0 for no effect and ±100 for the full control effect; nearly all actives have a fitted effect of over 60% in size
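A549 ARE_Fluc cells, 5000/well, 5% FBS OPTI-MEM; compounds in dose-response, 18-24 h at 37 °C/5% CO2; CellTiter-Fluor viability read (Ex 405/Em 525), then BugLite luciferase luminescence = Nrf2 activity.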
A549 tox – A549 cytotoxicity, counter-screen for Nrf2 inhibitors | A549 ARE-Fluc cells, CellTiter-Fluor viability, 18-24 h | AID 504648 | Potency, µM (titrated, usually from 46 µM), for inactives: top-dose activity change, negative = cytotoxicity, actives largely listed as inhibitors | 390,000 tested, 0.16% active; note: potency is the fitted concentration of half-maximal effect; % is set by controls: 0 for no effect and ±100 for the full control effect
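A549 ARE-Fluc cells in 5% FBS OPTI-MEM, 5000 cells/well, rested 2 h then exposed to compounds in concentration-response for 18-24 h at 37 °C. Viability by CellTiter-Fluor fluorescence (Ex 405/Em 525) after 30 min; luciferase luminescence (BugLite, 15 min, RT) read afterwards.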
S2 tox – cell viability loss in ATXN counter-screen. S2 cells (HEK-293 line with an ATXN2-luciferase reporter) viability, CellTiter-Fluor protease fluorescence, 24 h. Potency, µM (doses to about 56.7 µM), actives largely listed as cytotoxic. 400,000 tested, 0.49% active. AID 651635; note: potency is the fitted concentration of half-maximal effect; nearly all actives have a fitted effect of over 40% in size
* hit, by the source's call; i = inactive; ? = inconclusive; nt = no result given; [ ] = remark or other dose. Unless noted, calls come from the whole dose curve; as a rule, active = well fitted curve in the direction sought with a large enough effect; inconclusive = small, poorly fitted or top-dose-only effect, or another doubt; inactive = no such curve, though single readings can be large; an effect the other way counts as inactive or inconclusive.

SMILES | CCT modulator | pAkt inh | Nrf2 activator | HepG2 tox | TGFb inhibitor | MmCpn inh | Nrf2 inh | A549 tox | S2 tox
O=C1NC[C@H](Cc2ccccc2)N(C[C@@H]2CCCN2C[C@H](Cc2ccc(O)cc2)N2C[C@H](Cc3ccc(O)cc3)N(CCc3ccccc3)C(=O)C2=O)C1=O | 0.1 | i | -0.3% | nt | nt | nt | nt | nt | i
Cn1c(SCCCC(=O)c2ccc(F)cc2)nnc1-c1ccncc1 | -0.9 | nt | -0.5% | 3% | 3% | 3% | 5% | 7% | i
Cc1ccc(SCC(=O)NC2CCCCCC2)cc1 | -2.9 | i | 3.8% | -19% | 0% | -1% | ? | 10% | i
CCc1nc2ccc(C(=O)NCCN3CCCC3)cn2c1N(C)Cc1ccc(OC)cc1 | -0.6 | i | 0.4% | 3% | 43%[activator] | nt | nt | nt | i
Cc1ccc(N(C(=O)c2snc(C(N)=O)c2N)C(C(=O)NCC2CCCO2)c2c[nH]c3ccccc23)cc1 (stereo unspecified) | -0.8 | i | 6.1% | 3% | -26% | -1% | ? | -3% | i
COc1ccccc1CNC(=O)C1CC(c2cccc([N+](=O)[O-])c2)=NO1 (stereo unspecified) | -3.5 | i | -1.2% | -5% | -20% | 0% | 3% | 8% | i
CCO[C@H]1OC(C(=O)N2CCN(Cc3ccc4c(c3)OCO4)CC2)=C[C@@H](C)[C@@H]1CCCO | -2.4 | i | -0.7% | -9% | -7% | nt | 9% | 9% | i
C=CCn1c2ccccc2c2nnc(SCC(=O)OC)nc21 | -1.0 | i | 3.2% | 1% | -1% | nt | nt | nt | i
CCOC(=O)c1c(NC(=O)CSc2nnc(CNC(=O)c3ccco3)n2C)sc2c1CCC2 | -1.6 | i | 0.0% | -14% | -1% | 0% | ? | -26% | i
COc1ccc(NC(=O)c2c(-c3ccccc3)c(-c3ccccc3)nn(C)c2=O)c(OC)c1 | nt | nt | 0.3% | -14% | 0% | nt | 10% | -12% | nt
Cc1ccc(-c2csc(N3CCC(C(N)=O)(N4CCCCC4)CC3)n2)cc1 | -0.2 | i | 0.2% | 2% | 8% | -1% | 0% | -5% | i
Cn1ncc(Cl)c1C(=O)NNC(=O)Nc1cccc2ccccc12 | -0.2 | i | 2.6% | -1% | -17% | 1% | -20% | 0% | i
O=C(Cc1ccc(Cl)cc1)N/N=C1\CCCc2ccccc21 | -1.2 | i | 0.4% | -84% | ? | 2% | ? | -3% | i
CCCOC(=O)Cc1n[nH]c(=O)[nH]c1=O | -3.8 | i | -0.3% | 11% | 24% | -1% | 3% | -8% | i
COc1ccc(CNC(=O)/C=C/c2ccc(S(=O)(=O)NCc3ccco3)cc2)cc1OC | 0.0 | i | 2.5% | 0% | -2% | 2% | -29% | -7% | i
COc1cc2cc(C(=O)O)n(C)c2c(OC)c1OC | 1.8 | i | -0.3% | 2% | 3% | -1% | 8% | 0% | i
COc1ccc2c(C)c(C(=O)N3CC[C@@H](N4CCC(O)CC4)[C@H](O)C3)oc2c1 | -0.2 | i | 0.4% | -3% | 1% | 1% | 6% | 7% | i
O=C(CSc1ncnc2sc3c(c12)CCCC3)N1CCC(c2noc3ccc(F)cc23)CC1 | 0.9 | i | -0.5% | -18% | -8% | -15% | 3% | 5% | i
O=C1NC(Cc2ccccc2)C(=O)Nc2ccc(Br)cc21 (stereo unspecified) | 0.7 | i | 2.7% | -19% | -6% | 1% | -13% | -6% | i
C/C(=N\NS(=O)(=O)c1cccc([N+](=O)[O-])c1)c1cc2ccccc2o1 | -2.6 | i | 2.4% | -8% | 7% | -2% | -14% | 10% | i
COc1ccc(-c2cc(C(=O)N3CC4(C)CC3CC(C)(C)C4)no2)cc1 (stereo unspecified) | -0.9 | i | -0.4% | 1% | 6% | 1% | 15% | 10% | i
CC(C)(Oc1ccc(Cl)cc1)C(=O)NC1CCN(Cc2ccccc2)CC1 | 2.0 | i | 0.1% | -7% | -1% | -4% | -23% | -3% | i
CN(C)S(=O)(=O)c1cccc(C(=O)OCC(=O)c2ccc3c(c2)NC(=O)CO3)c1 | -3.5 | i | 0.0% | -15% | 3% | -13% | ? | 6% | i
C=CCOc1ccc2ccccc2c1/C=N/O | -3.1 | i | 0.5% | 8% | 16% | 0% | 16% | -3% | i
CCn1cc([N+](=O)[O-])c(C(=O)Nc2c(C)nn(Cc3c(F)c(F)c(F)c(F)c3F)c2C)n1 | -0.4 | i | -0.7% | 1% | ? | -1% | nt | 5% | i
(continued)
SMILES | CCT modulator | pAkt inh | Nrf2 activator | HepG2 tox | TGFb inhibitor | MmCpn inh | Nrf2 inh | A549 tox | S2 tox
Cc1ccc(N(C(=O)c2snc(C(N)=O)c2N)C(C(=O)NCC2CCCO2)c2ccc(C)o2)c(C)c1 (stereo unspecified) | -1.6 | i | 0.2% | -14% | -18% | 1% | ? | -7% | i
CCOC(=O)c1cccc(NC(=O)CSc2nnc(-c3cccnc3)n2CC)c1 | -0.8 | i | -0.2% | -15% | -3% | 1% | -9% | -7% | i
CCc1ccc2c(CC(=O)NNC(=O)c3ccncc3)coc2c1 | -7.1 | i | -0.5% | -6% | 0% | 0% | -14% | -5% | i
Cc1ccccc1N1CCN(C(=S)c2ccc(-c3ccc([N+](=O)[O-])cc3)o2)CC1 | -4.2 | i | -0.9% | -11% | 11% | -9% | -13% | -22% | ?
CCn1c(Cc2ccccc2)nnc1SCC(=O)Nc1ccc2c(c1)OCCO2 | -0.3 | i | 0.1% | -5% | -22% | 0% | 7% | 3% | i
CCOc1ccc(C(=O)NCC(=O)NCCCSc2ccccc2)cc1OCC | 0.5 | i | -0.6% | -42% | -15% | -2% | -5% | 1% | i
c1ccc(-c2nc3c4ccccc4ccn3c2CN2CCOCC2)cc1 | -1.8 | i | ? | -3% | -24% | 0% | ? | ? | i
Nc1ccc(C(=O)OCC(=O)N2CCc3ccccc3C2)cc1[N+](=O)[O-] | -1.9 | i | 4.4% | -9% | -10% | 7% | 1% | 1% | i
Cc1ccc(CCNS(=O)(=O)c2ccc3c(c2)N(C)CCO3)cc1 | -0.4 | i | -0.1% | 2% | -6% | 2% | 1% | 0% | i
O=C(N/N=C/c1cccc(O)c1)c1ccc(NC(=O)C2CCCCC2)cc1 | -2.0 | i | 3.5% | -1% | -1% | 2% | 6% | -3% | i
O=C(NCC1CC1)c1cccc2c1C(=O)c1ccc(N3CCCC3)cc1S2(=O)=O | -1.1 | i | 3.2% | 3% | -14% | -2% | 13% | -19% | i
CCN(Cc1nc(-c2ccc(OC)cc2)oc1C)S(=O)(=O)c1ccc(C)cc1 | nt | nt | 8.2% | -29% | ? | nt | nt | 0% | ?
O=[N+]([O-])c1ccc(Nc2ccc(F)cc2)nc1 | -0.5 | i | 0.4% | -81% | ? | -1% | -2% | -10% | i
Cc1nc2ccc(Cc3ccc4nc(C)[nH]c4c3)cc2[nH]1 | 3.0 | i | 2.0% | 6% | 0% | 0% | ? | 0% | i
Cc1cc(C(=O)N/N=C/c2ccco2)c2ccccc2n1 | -1.4 | i | 12% | -12% | 14% | 1% | 0% | -10% | i
CC(C)CN(C(=O)CSc1nc(N)cc(N)n1)C1CCS(=O)(=O)C1 (stereo unspecified) | -1.0 | i | -0.4% | 3% | -3% | 1% | 15% | 0% | i

Rewritten with two lines to a compound: part of the list above
Values in the order – CCT modulator, pAkt inh, Nrf2 activator, HepG2 tox, TGFb inhibitor, MmCpn inh, Nrf2 inh, A549 tox, S2 tox
- CCn1c(Cc2ccccc2)nnc1SCC(=O)Nc1ccc2c(c1)OCCO2
 : -0.3, i, 0.1%, -5%, -22%, 0%, 7%, 3%, i
- CCOc1ccc(C(=O)NCC(=O)NCCCSc2ccccc2)cc1OCC
 : 0.5, i, -0.6%, -42%, -15%, -2%, -5%, 1%, i
- c1ccc(-c2nc3c4ccccc4ccn3c2CN2CCOCC2)cc1
 : -1.8, i, ?, -3%, -24%, 0%, ?, ?, i
- Nc1ccc(C(=O)OCC(=O)N2CCc3ccccc3C2)cc1[N+](=O)[O-]
 : -1.9, i, 4.4%, -9%, -10%, 7%, 1%, 1%, i
- Cc1ccc(CCNS(=O)(=O)c2ccc3c(c2)N(C)CCO3)cc1
 : -0.4, i, -0.1%, 2%, -6%, 2%, 1%, 0%, i
- O=C(N/N=C/c1cccc(O)c1)c1ccc(NC(=O)C2CCCCC2)cc1
 : -2.0, i, 3.5%, -1%, -1%, 2%, 6%, -3%, i
- O=C(NCC1CC1)c1cccc2c1C(=O)c1ccc(N3CCCC3)cc1S2(=O)=O
 : -1.1, i, 3.2%, 3%, -14%, -2%, 13%, -19%, i
- CCN(Cc1nc(-c2ccc(OC)cc2)oc1C)S(=O)(=O)c1ccc(C)cc1
 : nt, nt, 8.2%, -29%, ?, nt, nt, 0%, ?
- O=[N+]([O-])c1ccc(Nc2ccc(F)cc2)nc1
 : -0.5, i, 0.4%, -81%, ?, -1%, -2%, -10%, i
